High-throughput results as filed in PubChem BioAssay.
PKA-R2B act: activators of human PKA-R2B complex; P22694+P31323; PKA-R2B holoenzyme dissociation, Cy5-IP20 fluorescence polarization; R2B truncated from residue 108, S112A mutant; 0% DMSO only, 100% 113 µM cGMP; activation, % at 11.4 µM; 0.079% of 340,000 active; AID 504700;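 active means activation above a cutoff set at the mean over all compounds plus 3 SD, cut at about 18% in these data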;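 further: higher means more holoenzyme dissociation and a rise in polarization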
DAGLB inh: blocks human DAGLB lipase activity; Q8NCG7; HEK293T DAGLB membrane lysate, EnzChek fluorogenic substrate; inhibition, % at 5.17 µM; 0.059% of 340,000 active; in the data active means inhibition above about 34%;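 further: 0% = enzyme with vehicle and 100% = wells lacking enzyme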
Target sequence (Q8NCG7 whole entry, looked up): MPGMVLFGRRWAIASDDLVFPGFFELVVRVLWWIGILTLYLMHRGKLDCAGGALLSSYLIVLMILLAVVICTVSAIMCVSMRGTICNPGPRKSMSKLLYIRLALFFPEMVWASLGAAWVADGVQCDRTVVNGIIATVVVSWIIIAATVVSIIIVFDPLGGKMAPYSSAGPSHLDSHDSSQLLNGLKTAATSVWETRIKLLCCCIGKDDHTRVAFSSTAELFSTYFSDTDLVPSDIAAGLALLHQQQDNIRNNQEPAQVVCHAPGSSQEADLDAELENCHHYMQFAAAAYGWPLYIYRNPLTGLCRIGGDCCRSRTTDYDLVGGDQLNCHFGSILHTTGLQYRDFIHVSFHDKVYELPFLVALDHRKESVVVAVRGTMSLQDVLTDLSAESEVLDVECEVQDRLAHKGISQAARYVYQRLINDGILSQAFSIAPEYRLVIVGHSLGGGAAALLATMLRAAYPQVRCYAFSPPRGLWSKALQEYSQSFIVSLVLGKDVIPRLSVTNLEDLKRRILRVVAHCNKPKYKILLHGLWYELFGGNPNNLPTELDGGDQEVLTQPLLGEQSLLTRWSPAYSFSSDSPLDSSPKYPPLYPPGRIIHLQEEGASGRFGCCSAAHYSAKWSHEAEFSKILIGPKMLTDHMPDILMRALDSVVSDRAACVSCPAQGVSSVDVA
Arr AP2 block: inhibitors of human beta-arrestin and AP2 interaction; inhibition, % at 10 µM; 0.31% of 340,000 active; FITC-arrestin peptide / GST-AP2 beads, flow cytometry; AP2 beta2 appendage carries R879A mutation; AID 504490;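 active means inhibition above a set limit, near 3 SD of compounds lacking own fluorescence, cut at about 54% in these data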;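 further: plate controls were DMSO wells for no effect and 5 µM unlabelled arrestin peptide for full effect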
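System: GST-AP2 R879A glutathione beads; medium: PBS, Tween 20 0.05%, BSA 0.1%; reagent: fluorescein-tagged arrestin peptide at 50 nM final; schedule: pre-incubation 12 min, peptide binding 1 h, room temperature; detection: flow cytometry, FL1 (488/535 nm); read-out: inhibition as reduced fluorescein signal on beads, percent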
MOR-DOR ag: agonists of human mu-delta opioid receptor heterodimerization; 0.3% of 340,000 active; activation, % at 9.3 µM; AID 504326; P35372+P41143; cells, OPRM1-OPRD1 heterodimerization, luminescence; in the data active means activation above about 18%;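 further: 0% = vehicle-treated cells and 100% = reference agonist; values of inactives mirror those of a sister screen read the other way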
Pemphigus Ab inh: blocks pemphigus antibody binding to human desmoglein-3; AID 588358; binding (percent of control), % at 10 µM; DSG3-coupled beads, scFv-anti-DSG3-GFP binding, flow cytometry; active compounds read low; 0.48% of 310,000 active;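 active means binding more than 3 SD below its plate's average and above zero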;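 further: hits lower antibody fragment binding to DSG3; some compounds called inactive have numbers as strong as hits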
PKA-R1A activ: activators of PKA-R1A complex. P00514+P68181. PKA-R1A dissociation, Cy5-IP20 fluorescence polarization; scaled: DMSO 0%, 113 µM cGMP 100%. activation, % at 11.4 µM. 0.083% of 340,000 active;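 active means percent activation above the mean of all tested compounds plus 3 SD, cut at about 19% in these data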;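 further: higher means more PKAc released from R1A so a rise in polarization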
V-ATPase pH: regulators of yeast V-ATPase proton transport; 0.37% of 350,000 active; response, % at 10 µM; S. cerevisiae, pHLuorin cytosolic pH fluorescence; AID 504577; in the data active means response mostly above about 7.3%, no sharp cut-off; inactive means mostly below about 5.4%; further: actives read high; inactives centre near 0; some compounds called inactive have numbers as strong as hits; reference of the scale not given here
HTR5A ag: activates human HTR5A in OPRM1-OPRD1 agonist counter-screen. activation, % at 9.3 µM. 0.61% of 340,000 active. AID 504692. HTR5A agonist assay, luminescence, cell-based; in the data active means activation mostly above about 9.5%, no sharp cut-off; inactive means mostly below about 7.6%;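 further: 0% = cells with vehicle only and 100% = reference agonist; strong numbers were not always called active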
Target sequence (P47898 whole entry, looked up): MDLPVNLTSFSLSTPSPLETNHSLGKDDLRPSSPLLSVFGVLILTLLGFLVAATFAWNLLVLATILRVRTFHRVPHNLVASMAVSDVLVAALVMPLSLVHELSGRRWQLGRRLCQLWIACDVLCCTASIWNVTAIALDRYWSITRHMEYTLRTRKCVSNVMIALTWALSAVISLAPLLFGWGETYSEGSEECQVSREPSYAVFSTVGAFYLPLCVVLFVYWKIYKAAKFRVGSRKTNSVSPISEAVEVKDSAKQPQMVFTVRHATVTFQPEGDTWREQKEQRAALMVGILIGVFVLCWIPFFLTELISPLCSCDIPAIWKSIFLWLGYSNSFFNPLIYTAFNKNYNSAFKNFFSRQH
HTR5A inv ag: HTR5A inverse agonism, opioid heterodimer counter-screen; HTR5A cell line, luminescence; AID 504634; inhibition, % at 9.3 µM; P47898; 0.083% of 340,000 active; in the data active means inhibition mostly above about 23%, no sharp cut-off; inactive means mostly below about 18%;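 further: 0% = cells with DMSO and 100% = no-cell wells with DMSO; some compounds called inactive have numbers as strong as hits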
OPRM1-OPRD1 inv: inverse agonist of human OPRM1-OPRD1 heterodimerization. P35372+P41143. cell-based MOR-DOR heterodimer luminescence, inverse agonism. inhibition, % at 9.3 µM. 0.21% of 340,000 active; in the data active means inhibition above about 22%, passing the limit was not always enough;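 further: 0% = cells with DMSO and 100% = wells without cells with DMSO; values of inactives mirror those of a sister screen read the other way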
* hit, by the source's call; · = not tested or not shown.

Molecule	PKA-R2B act	Pemphigus Ab inh	OPRM1-OPRD1 inv	DAGLB inh	HTR5A inv ag	V-ATPase pH	HTR5A ag	PKA-R1A activ	MOR-DOR ag	Arr AP2 block
O=[N+]([O-])c1ccc2[nH]c3c(c2c1)CCCC3O (stereo not drawn)	6.5	106.6	15.5	-3.3	-9.3	0.2	3.3	0.9	-3.0	-23.6
CC(C)C(=O)N1CCN(c2ccccc2NC(=O)COc2ccc(C3CCCCC3)cc2)CC1	-5.4	95.3	17.1	-6.0	-8.2	-0.1	0.2	-9.8	-3.3	1.2
O=C(c1ccccc1)N1N=C(c2ccccc2)CC1c1cccs1 (stereo not drawn)	-7.3	103.4	-1.2	-5.1	1.7	-1.9	-0.5	4.3	0.3	0.7
COc1ccc(C(C(=O)NC2CCCCC2)N(C(=O)c2cccs2)c2ccc3c(c2)OCO3)cc1 (stereo not drawn)	0.8	97.4	11.1	2.9	5.9	0.7	-5.9	3.7	-1.9	0.7
CC1CCN(C(=O)COc2cccc3c2CCN(Cc2ccccc2)C3=O)CC1	-14.2	116.4	-4.8	0.3	-15.7	-3.3	5.7	-15.7	1.0	5.6
CN(C)CCCNC(=O)C(=O)NCC1OCCN1S(=O)(=O)c1cc(F)ccc1F (stereo not drawn)	-2.2	·	21.5	-0.2	4.5	2.3	-2.4	2.4	-4.2	1.3
O=C(CSc1ccc(-c2ccc(Cl)cc2)nn1)NC1CCCC1	2.0	·	-0.1	-1.8	15.7	1.8	-2.7	5.3	0.0	-12.2
O=C(COc1ccccc1Br)N1CCN(C(=O)c2ccco2)CC1	-0.8	97.5	10.6	1.0	-8.8	0.8	4.9	6.7	-2.0	34.5
COc1ccc(NC(=O)Cc2ccc(Cl)cc2)cc1S(=O)(=O)N1CCCCC1	-8.3	110.8	2.6	-2.5	4.8	-2.3	-2.0	-10.9	-0.6	5.4
CCC(C)(C)N1CC(=O)N(Cc2ccccc2)C(c2ccc(OC)cc2)C1=O (stereo not drawn)	2.9	·	1.8	-0.7	-5.0	-1.4	2.8	-2.7	-0.4	-2.5
C=CCN(Cc1ccc(Cl)s1)C(=O)c1cc(S(=O)(=O)N2CCOCC2)ccc1F	-6.2	·	14.2	-0.1	10.3	-2.8	-4.1	-8.0	-3.7	-7.7
C=CCOc1c(CNc2ncn[nH]2)cccc1OC	-4.7	93.8	4.3	-4.3	-10.4	2.3	3.7	-20.5	-0.8	-6.5
CC(OC(=O)CCc1nc2ccccc2c(=O)[nH]1)C(=O)Nc1cccc(C(F)(F)F)c1 (stereo not drawn)	-5.2	122.0	9.6	0.7	-13.3	3.7	3.2	-12.2	-1.9	11.4
O=C(NC1CCCC1)C1CCN(C(=O)c2ccc(Cl)cc2)CC1	7.2	·	8.0	-0.7	-8.3	2.2	-0.3	4.6	-1.1	-9.6
CCOc1ccc(OCCOC(=O)CNC(=O)c2ccc(Cl)cc2Cl)cc1	-0.5	102.7	8.4	-3.6	-2.9	4.1	-0.3	-0.9	-1.3	-15.0
CCCc1c(C(=O)N/N=C/C=C/c2ccccc2)nnn1-c1nonc1N	4.0	98.0	·	-0.8	·	-0.2	·	2.7	·	·
CCn1c(SCC(=O)Nc2ccc(N(C)C)cc2)nnc1C1CC1	0.1	122.3	-5.9	-0.2	6.4	0.8	1.3	-0.7	0.7	4.0
COC(=O)c1c(C)[nH]c(C)c1C(C)=O	8.3	98.1	1.6	3.4	12.0	2.7	1.1	0.2	-0.3	4.7
CCC(=O)N1c2ccc(S(=O)(=O)NCCc3ccccc3)cc2CC1C (stereo not drawn)	-0.7	·	2.8	0.3	18.1	1.2	-1.6	0.4	-0.5	-0.2
O=C(CCSCc1cccc(Cl)c1)NC1CCCC1	-6.0	100.4	0.2	-1.8	6.4	-2.1	-2.4	-3.9	0.0	-10.1
COc1ccc(-c2nc(C#N)c(NCCCn3ccnc3)o2)cc1OC	-0.6	98.2	11.9	-1.3	19.3	-0.7	-0.8	4.8	-2.4	3.2
COc1cc(C(=O)Nc2nc3ccc(S(=O)(=O)N4CCOCC4)cc3s2)cc(OC)c1OC	1.3	104.0	14.1	-2.2	-27.4	1.2	10.0	-11.1	-3.2	5.5
CC(=O)c1c(C)[nH]c(C(=O)OCc2nc3ccsc3c(=O)[nH]2)c1C	4.8	·	15.0	1.1	3.3	0.3	-2.0	-11.5	-3.1	-8.8
COc1cc2c(cc1NC(=O)c1cccc(F)c1)CCCC2	-10.9	101.8	-3.0	-4.2	-19.1	-0.5	5.6	2.6	0.5	5.8
CC(C)c1ccc(N2C(=O)CC(Sc3ncn[nH]3)C2=O)cc1 (stereo not drawn)	-14.4	102.1	-9.1	4.9	0.9	7.9	6.8	-0.6	1.8	3.7
CC1CCCC(C)N1CCCNC(=O)c1ccc2nc(N3CCCCC3)sc2c1 (stereo not drawn)	4.9	110.6	4.5	0.3	8.5	-0.7	-2.9	3.5	-0.8	2.2
COc1ccc(NC(=O)COC(=O)c2ncc(Cl)c(Cl)c2Cl)c(OC)c1	-3.7	126.3	-6.5	-9.4	6.5	-0.8	2.6	0.8	1.2	6.4
COc1ccc(/C=C/C(=O)c2ccncc2)c2ccccc12	-0.6	100.1	-43.5	-0.8	9.3	-1.4	0.0	0.8	8.4	5.3
CCN(CC)c1ccc(/C=N/N2CCN(Cc3ccccc3Cl)CC2)c(O)c1	-2.2	103.9	6.0	-1.4	-3.3	-4.0	1.2	-9.1	-1.1	-7.5
CCN(CCCNC(=O)C1CCN(S(=O)(=O)c2c(C)[nH]c(=O)[nH]c2=O)CC1)c1cccc(C)c1	4.9	109.3	-3.5	-0.3	-9.7	4.6	0.0	11.0	0.8	-8.4
CC1=C(C(=O)N2CCOCC2)CC(CC(=O)NCCCN(C)C)C(=O)N1CCC1=CCCCC1 (stereo not drawn)	-6.4	102.2	·	-1.0	·	1.5	·	-3.9	·	·
COC(=O)c1c(-c2cccc3ccccc23)csc1NC(=O)Cc1ccc(OC)c(OC)c1	9.7	·	10.6	-12.9	0.8	-0.2	-0.3	-3.7	-2.5	-3.5
COC(=O)c1ccc(NC(=O)c2c(Br)cnn2C)cc1	3.2	100.4	-0.6	-6.0	9.0	3.0	-2.5	6.9	0.1	-1.7
O=C(NC(=S)NCCc1ccccc1)c1ccccc1	6.2	96.4	-24.4	-17.1	-0.2	-1.0	4.0	6.2	4.8	11.0
Cn1c(CSCc2ccc(F)cc2)nnc1SCC(=O)Nc1nccs1	-7.0	·	0.6	0.2	-11.9	0.3	3.9	11.7	-0.1	10.2
CCC(C)(C)n1nnnc1CN(Cc1cc2cc(OC)c(OC)cc2[nH]c1=O)C1CCCC1	-7.3	106.0	3.1	0.3	-1.2	-0.5	0.3	-0.1	-0.6	9.8
O=C(c1cccc(C(=O)N(c2ccccn2)C2CCCCC2)c1)N(c1ccccn1)C1CCCCC1	1.1	118.4	-59.7	-3.1	21.9	2.4	-0.9	-5.5	11.7	-10.7
Cc1ccc(C)c(NC(=O)CCc2ccc(C)o2)c1	-6.8	115.6	14.3	0.4	-15.8	-3.0	4.2	0.9	-2.9	8.5
COc1ccccc1C(=O)n1nc(C)cc1C	-7.0	90.8	7.3	0.9	-9.5	4.2	1.0	-5.4	-1.3	-9.2
O=C(c1ccc(Cl)c(Cl)c1)c1cnc(Nc2ccccc2)s1	4.1	-24.9*	8.0	0.6	18.2	-4.5	-7.0	-12.6	-1.6	7.6
CCCOc1ccc(CN(C)c2ncnc(N)n2)cc1	-4.4	103.0	-1.9	-2.4	-1.3	2.2	0.5	-1.9	0.4	40.4
Cn1c(SCC(=O)NC2CCCCC2)nnc1-c1ccccc1F	8.4	98.0	1.9	-4.0	11.9	-0.2	-3.3	2.1	-0.3	22.4
COc1ccc2[nH]c(O)c(N=NC(=O)Cc3cccs3)c2c1	-3.2	93.4	16.8	7.9	11.2	1.9	-3.5	-18.6	-3.2	16.3
CN(C(=O)c1cc2n(n1)C(C(F)(F)F)CC(c1ccco1)N2)c1ccccc1 (stereo not drawn)	6.2	100.4	6.8	2.7	8.2	-2.2	-1.8	-10.2	-1.2	20.9
CC(=O)Nc1ccc(Sc2ccc([N+](=O)[O-])o2)cc1	4.1	92.4	-15.7	0.8	10.0	-2.8	-2.8	3.3	3.0	-5.2
Cc1ccc2nc(NC(=O)COC(=O)c3ccco3)sc2c1	2.4	·	-1.4	-0.4	-10.0	-1.4	3.3	1.9	0.3	-1.1
O=C(NCC(O)COc1ccc([N+](=O)[O-])cc1)Nc1ccccc1 (stereo not drawn)	-7.0	109.2	2.5	1.0	-5.7	-1.9	0.1	2.7	-0.5	-17.9
O=C(NCCc1ccccc1F)c1cccc2cccnc12	6.7	175.1	-12.0	0.4	8.7	0.9	-1.8	-3.8	1.7	-5.7
Cc1ccc(C(=O)O)cc1NC(=S)NCCc1ccccc1	-1.8	105.1	3.6	-2.6	0.6	0.9	-1.4	-1.3	-1.1	-1.7
O=C(Nc1ccc(S(=O)(=O)N2CCCCC2)cc1)c1ccc(Cl)nc1	-10.9	99.1	0.6	-3.1	-34.5	-3.9	4.4	-10.3	-0.1	34.8
COc1ccc(C2CC(=O)C=C(NCCC(C)C)C2)cc1 (stereo not drawn)	-2.1	104.6	16.1	2.6	24.5	2.7	-10.1	-11.2	-3.3	2.0
CC(C)(C)NC(=O)Cn1cc(C#N)c2cc(Br)ccc21	-2.5	98.1	-4.7	-2.4	25.5	-2.7	0.8	-3.7	0.9	1.8
COC(=O)C1=C(C)OC(N)=C(C#N)C1c1ccsc1 (stereo not drawn)	12.4	103.3	19.6	2.4	2.3	2.4	-2.3	-7.6	-3.8	10.3
COCCN(C(=O)CSc1nnc(-c2cccc(Cl)c2)n1N)c1c(N)n(CC(C)C)c(=O)[nH]c1=O	1.7	97.2	·	-3.3	·	-2.5	·	1.4	·	·
COc1ccc(N2CCN(C(=O)c3ccc(NC(=O)C4=CSCCO4)cc3)CC2)cc1	5.5	89.2	15.3	3.6	-27.2	-0.2	-1.8	3.5	-3.0	-6.9
CC(=O)Nc1ccc(S(=O)(=O)N(C)CC(=O)OCC(=O)N(CC(C)C)C2CCS(=O)(=O)C2)cc1 (stereo not drawn)	3.0	97.5	5.5	0.0	2.8	0.6	-0.9	-2.7	-0.8	1.6
O=C1c2ccccc2C(=O)N1CCCCCc1nc(-c2ccccc2)no1	3.3	107.1	4.2	-8.2	-22.6	-3.5	9.3	-2.3	-0.8	-25.7
